Screens as filed in PubChem BioAssay.
USP10 block: inhibitors of human USP10 deubiquitinase. Q14694. purified USP10, Ub-rhodamine fluorescence, 60 min. inhibition, % at 20 µM. 47,000 compounds, 1.1% hits
Target sequence (Q14694 whole entry, looked up): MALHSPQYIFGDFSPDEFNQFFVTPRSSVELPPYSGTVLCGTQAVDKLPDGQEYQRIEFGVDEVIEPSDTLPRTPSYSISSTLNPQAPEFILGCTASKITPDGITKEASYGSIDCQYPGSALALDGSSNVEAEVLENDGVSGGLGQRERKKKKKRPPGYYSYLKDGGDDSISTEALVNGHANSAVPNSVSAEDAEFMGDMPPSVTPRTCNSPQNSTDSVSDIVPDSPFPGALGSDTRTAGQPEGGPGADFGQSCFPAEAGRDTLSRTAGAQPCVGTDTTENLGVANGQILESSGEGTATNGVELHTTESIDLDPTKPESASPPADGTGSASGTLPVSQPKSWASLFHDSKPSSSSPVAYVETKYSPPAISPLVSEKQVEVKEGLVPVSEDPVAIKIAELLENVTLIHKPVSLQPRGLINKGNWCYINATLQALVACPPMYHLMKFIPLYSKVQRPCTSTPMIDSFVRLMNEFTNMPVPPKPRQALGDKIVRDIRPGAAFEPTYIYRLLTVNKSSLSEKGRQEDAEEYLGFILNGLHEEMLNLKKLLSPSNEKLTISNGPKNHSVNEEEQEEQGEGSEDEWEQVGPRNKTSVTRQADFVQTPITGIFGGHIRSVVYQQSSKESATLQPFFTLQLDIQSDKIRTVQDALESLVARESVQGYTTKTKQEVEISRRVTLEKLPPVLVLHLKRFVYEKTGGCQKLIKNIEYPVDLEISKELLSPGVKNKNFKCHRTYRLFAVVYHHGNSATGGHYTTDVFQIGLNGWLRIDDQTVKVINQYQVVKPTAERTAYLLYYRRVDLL
USP28 inh: inhibitors of human USP28 deubiquitinase. inhibition, % at 25 µM. purified USP28, Ub-rhodamine cleavage fluorescence, 30 min. 47,000 compounds, 3% hits. Q96RU2. AID 1645857
OTUD3 block: human OTUD3 deubiquitinase inhibition; Q5T2D3; purified OTUD3, Ub-rhodamine fluorescence, 2 h; inhibition, % at 25 µM; 47,000 compounds, 0.7% hits
UCHL1 inh: inhibitors of human UCHL1 deubiquitinase | P09936 | purified UCHL1, Ub-rhodamine cleavage fluorescence | inhibition, % at 20 µM | 47,000 compounds, 0.2% hits
Target sequence (P09936 whole entry, looked up): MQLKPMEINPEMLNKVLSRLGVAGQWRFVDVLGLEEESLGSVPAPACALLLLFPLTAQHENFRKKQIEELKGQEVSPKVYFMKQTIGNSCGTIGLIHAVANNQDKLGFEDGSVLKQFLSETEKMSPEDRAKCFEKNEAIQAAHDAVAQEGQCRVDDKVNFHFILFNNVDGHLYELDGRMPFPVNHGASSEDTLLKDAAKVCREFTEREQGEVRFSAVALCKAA
USP30 inh: blocks human USP30 ubiquitin-rhodamine cleavage; 47,000 compounds, 5.3% hits; inhibition, % at 25 µM; purified USP30, Ub-rhodamine cleavage fluorescence
USP8 block: inhibitors of human USP8 deubiquitinase; P40818; inhibition, % at 20 µM; AID 1645853; purified USP8, Ub-rhodamine cleavage fluorescence, 30 min; 47,000 compounds, 4.2% hits
USP7 inh: human USP7 deubiquitinase inhibition; Q93009; purified USP7, Ub-rhodamine cleavage fluorescence; inhibition, % at 20 µM; 47,000 compounds, 0.3% hits; AID 1645854
USP17 inh: inhibitors of human USP17 deubiquitinase; purified USP17, Ub-rhodamine cleavage fluorescence, 3 h; inhibition, % at 50 µM; 47,000 compounds, 6.5% hits; AID 1645855
* marks the source's active call; other numbers are inactive results. No stated cut-off is given here; in the data, active means inhibition above about 30%; inactive means the rest. This is a random part of the collection. Share with any hit: about 14%.

For N#Cc1cccnc1N1CCC(C2CCCCCN2C(=O)Nc2ccccc2)CC1 (stereo not drawn) the results were USP10 block 1, USP28 inh 1, OTUD3 block -4, UCHL1 inh 3, USP30 inh 0, USP8 block 0, USP7 inh -1 and USP17 inh -2.
For Cc1ccc(C)n1-c1ccsc1-c1cc2ncc(S(C)(=O)=O)c(N)n2n1 the results were USP10 block -5, USP28 inh -14, OTUD3 block -21, UCHL1 inh -2, USP30 inh -64, USP8 block -11, USP7 inh -5 and USP17 inh -1.
For CC(C)c1cc(=O)[nH]c(SCc2nc3ccccc3[nH]2)n1 the results were USP10 block 0, USP28 inh -20, OTUD3 block -2, UCHL1 inh -3, USP30 inh -9, USP8 block -88, USP7 inh 1 and USP17 inh -25.
For O=C1NC(c2ccccc2)=N/C1=C/c1ccc(F)cc1 the results were USP10 block -1, OTUD3 block 3, UCHL1 inh 1, USP8 block -1, USP7 inh 1 and USP17 inh 40*.
Screening CCC(=O)N(C1CCOCC1)C1CCN(S(=O)(=O)c2cccc(C)c2)CC1 returned USP10 block -1, USP28 inh 6, OTUD3 block 10, UCHL1 inh 0, USP30 inh 14, USP8 block 3, USP7 inh 1 and USP17 inh 12.
`CC(=O)Nc1ccc(CN2CCN(c3cnn4c(C5CC5)nnc4c3)CC2)cc1` gave USP10 block 2, USP28 inh 10, OTUD3 block 6, UCHL1 inh 3, USP30 inh 33*, USP8 block 18, USP7 inh 7 and USP17 inh 10.
`CCc1ccc(C(=O)N2CC(C(=O)NC)C3(CCOCC3)C2)cc1` (stereo not drawn) gave USP10 block 2, USP28 inh 3, OTUD3 block 13, UCHL1 inh 6, USP30 inh 14, USP8 block 4, USP7 inh 14 and USP17 inh 8.
Screening CCC(=O)Oc1cn(-c2ccc(C(C)C)cc2)c2nc(CC)n3c4ccccc4nc3c12 returned USP10 block -3, USP28 inh -7, OTUD3 block -1, UCHL1 inh -1, USP30 inh -24, USP8 block 47*, USP7 inh 2 and USP17 inh 4.
Screening Cc1ccc(NC(=O)c2nc(C)n(C3CCN(S(C)(=O)=O)CC3)c2C)cc1 returned USP10 block -3, USP28 inh 0, OTUD3 block 7, UCHL1 inh 1, USP30 inh -14, USP8 block 3, USP7 inh 1 and USP17 inh -1.
For CNc1nc2c(c(=O)n1C)CN(S(=O)(=O)c1ccc(-c3ccccc3)cc1)CC2 the results were USP10 block -1, USP28 inh -15, OTUD3 block -13, UCHL1 inh 5, USP30 inh -15, USP8 block -1, USP7 inh 1 and USP17 inh -8.

Filtered by structure, those above containing a carbonyl joined to an NH by a bond outside any ring
For N#Cc1cccnc1N1CCC(C2CCCCCN2C(=O)Nc2ccccc2)CC1 (stereo not drawn) the results were USP10 block 1, USP28 inh 1, OTUD3 block -4, UCHL1 inh 3, USP30 inh 0, USP8 block 0, USP7 inh -1 and USP17 inh -2.
`CC(=O)Nc1ccc(CN2CCN(c3cnn4c(C5CC5)nnc4c3)CC2)cc1` gave USP10 block 2, USP28 inh 10, OTUD3 block 6, UCHL1 inh 3, USP30 inh 33*, USP8 block 18, USP7 inh 7 and USP17 inh 10.
`CCc1ccc(C(=O)N2CC(C(=O)NC)C3(CCOCC3)C2)cc1` (stereo not drawn) gave USP10 block 2, USP28 inh 3, OTUD3 block 13, UCHL1 inh 6, USP30 inh 14, USP8 block 4, USP7 inh 14 and USP17 inh 8.
Screening Cc1ccc(NC(=O)c2nc(C)n(C3CCN(S(C)(=O)=O)CC3)c2C)cc1 returned USP10 block -3, USP28 inh 0, OTUD3 block 7, UCHL1 inh 1, USP30 inh -14, USP8 block 3, USP7 inh 1 and USP17 inh -1.

(continued)
`O=C(Cc1ccc(F)cc1)NCCc1cnc(-c2ccccc2)[nH]1` gave USP10 block 0, USP28 inh -12, OTUD3 block -6, UCHL1 inh 2, USP30 inh -22, USP8 block 0, USP7 inh -9 and USP17 inh -12.
For COc1ccc(C(=O)Nc2ccc3c(c2)nc(CCn2ccnc2C)n3C)cc1 the results were USP10 block 0, USP28 inh 24, OTUD3 block -1, UCHL1 inh -2, USP30 inh 0, USP8 block -5, USP7 inh 0 and USP17 inh 5.
`CCOc1ccc(C2c3[nH]c4ccccc4c3C[C@H]3C(=O)N(CCC4=CCCCC4)CC(=O)N23)cc1OC` (stereo partly drawn) gave USP10 block -7, USP28 inh -99, OTUD3 block -90, UCHL1 inh -15, USP30 inh inactive, USP8 block -50, USP7 inh -21 and USP17 inh -109.
Screening Cc1cc(C)c(NC(=O)CN2C(=O)CSc3ncccc32)c(C)c1 returned USP10 block -2, USP28 inh -12, OTUD3 block -13, UCHL1 inh -4, USP30 inh -36, USP8 block -11, USP7 inh -5 and USP17 inh -13.
O=C(Nc1ccccc1F)c1nnn(-c2ccccc2)n1 was read as USP10 block 4, USP28 inh -12, OTUD3 block -6, UCHL1 inh -2, USP30 inh 0, USP8 block -2, USP7 inh -1 and USP17 inh 0.
CCS(=O)(=O)N1Cc2c(Cn3ccnc3)nn(C)c2C1 was read as USP10 block -3, USP28 inh -4, OTUD3 block 1, UCHL1 inh -2, USP30 inh 0, USP8 block -105, USP7 inh 2 and USP17 inh -10.
CC(=O)NC(Cc1cccc(C)c1)C(=O)NC1CCN(C(=O)C2CC2)CC1 (stereo not drawn) was read as USP10 block 2, USP28 inh 9, OTUD3 block 14, UCHL1 inh 3, USP30 inh 19, USP8 block 11, USP7 inh 3 and USP17 inh 14.
For Cc1ccc(N2CC[C@@H]3[C@@H]2CCN3C(=O)c2cnoc2C)nn1 the results were USP10 block 1, USP28 inh 5, OTUD3 block 4, UCHL1 inh 0, USP30 inh 11, USP8 block -136, USP7 inh 4 and USP17 inh -19.
Screening NC(=O)c1nc(-c2ccccc2)nc2c1OCCO2 returned USP10 block 0, USP28 inh -2, OTUD3 block 0, UCHL1 inh -1, USP30 inh 0, USP8 block 2, USP7 inh 3 and USP17 inh 5.
O=C(CN1C(=O)c2cccc3cccc1c23)NCCSCc1cccc(Cl)c1 was read as USP10 block 5, USP28 inh -7, OTUD3 block -12, UCHL1 inh -3, USP30 inh -19, USP8 block 10, USP7 inh 0 and USP17 inh 3.

Pulled one by one from above:
For Cc1ccc(N2CC[C@@H]3[C@@H]2CCN3C(=O)c2cnoc2C)nn1 the results were USP10 block 1, USP28 inh 5, OTUD3 block 4, UCHL1 inh 0, USP30 inh 11, USP8 block -136, USP7 inh 4 and USP17 inh -19.
Screening NC(=O)c1nc(-c2ccccc2)nc2c1OCCO2 returned USP10 block 0, USP28 inh -2, OTUD3 block 0, UCHL1 inh -1, USP30 inh 0, USP8 block 2, USP7 inh 3 and USP17 inh 5.

Further records.
Screening Cc1nc(N2CCCCC2)c2oc3ccc(Cl)cc3c2n1 returned USP10 block -4, USP28 inh -5, OTUD3 block -5, UCHL1 inh 0, USP30 inh -59, USP8 block -8, USP7 inh -3 and USP17 inh 0.
CC(NC(=O)Cc1ccccc1F)C(=O)Nc1nc2ccccc2[nH]1 (stereo not drawn) was read as USP10 block 2, USP28 inh 7, OTUD3 block 15, UCHL1 inh 3, USP30 inh 13, USP8 block 15, USP7 inh 4 and USP17 inh 7.
For O=C1CCC[C@H]2[C@@H](C[C@@H](c3ccccc3F)N2C(=O)Cc2ccc(F)cc2)N1 the results were USP10 block 3, USP28 inh -20, OTUD3 block -9, UCHL1 inh -1, USP30 inh -10, USP8 block -9, USP7 inh -23 and USP17 inh -44.
`Cc1cc(C)nc(C2CCN(C(=O)c3cc(C)nc4onc(C)c34)C2)n1` (stereo not drawn) gave USP10 block -1, USP28 inh 0, OTUD3 block -6, UCHL1 inh 2, USP30 inh -11, USP8 block 5, USP7 inh 5 and USP17 inh -1.
For Cc1nc(-c2ccccc2C(=O)O)cc(C2CCN(S(C)(=O)=O)CC2)n1 the results were USP10 block -4, USP28 inh -13, OTUD3 block -3, UCHL1 inh -6, USP30 inh -4, USP8 block -21, USP7 inh 2 and USP17 inh -4.
Screening COc1ccc(S(=O)(=O)NCC(c2ccc(F)cc2)N2CCN(C)CC2)cc1 (stereo not drawn) returned USP10 block 0, USP28 inh -2, OTUD3 block -1, UCHL1 inh -1, USP30 inh 0, USP8 block -2, USP7 inh 0 and USP17 inh -4.
Screening COC(=O)N1CCn2c(c(C(=O)NC3CC3)c3cccnc32)C1 returned USP10 block -6, USP28 inh -10, OTUD3 block -11, UCHL1 inh -5, USP30 inh -22, USP8 block -11, USP7 inh -5 and USP17 inh -18.
`CN(C)CCCn1cnc2scc(-c3ccccc3)c2c1=O` gave USP10 block -1, USP28 inh -6, OTUD3 block -4, UCHL1 inh -4, USP30 inh -19, USP8 block -2, USP7 inh -5 and USP17 inh -6.
Screening O=C(c1cc(-c2cccnc2)n[nH]1)N1CCn2ncnc2C1 returned USP10 block -1, USP28 inh 1, OTUD3 block 11, UCHL1 inh 2, USP30 inh 15, USP8 block 13, USP7 inh 3 and USP17 inh -2.
For O=c1c2sccc2n2c(=O)[nH]nc2n1Cc1ccccc1 the results were USP10 block 3, USP28 inh 24, OTUD3 block 14, UCHL1 inh 1, USP30 inh 24, USP8 block 20, USP7 inh -23 and USP17 inh 6.
Screening Cc1cc(C2CCCN2S(=O)(=O)c2ccc(Cl)cc2)no1 (stereo not drawn) returned USP10 block 0, USP28 inh 22, OTUD3 block 18, UCHL1 inh 0, USP30 inh 24, USP8 block 0, USP7 inh 0 and USP17 inh 4.
`Cc1nnc(-c2nnc(NCc3ccccc3)c3ccccc23)o1` gave USP10 block 4, USP28 inh 12, OTUD3 block 11, UCHL1 inh 3, USP30 inh 26, USP8 block 4, USP7 inh -5 and USP17 inh -3.
For CCOc1cccc(NC(=O)c2ccc(S(=O)(=O)N3CCc4ccccc4C3)cc2)c1 the results were USP10 block 10, USP28 inh 21, OTUD3 block 19, UCHL1 inh 2, USP30 inh 41*, USP8 block 28, USP7 inh 9 and USP17 inh 53*.
For Fc1ccc(-c2nc(-c3ccc(-n4cccn4)nc3)no2)cc1 the results were USP10 block 8, USP28 inh 18, OTUD3 block 15, UCHL1 inh 1, USP30 inh 22, USP8 block 26, USP7 inh 7 and USP17 inh 16.
CC(NC(=O)CCC(=O)NCc1ccc2c(c1)OCO2)c1ccccc1 (stereo not drawn) was read as USP10 block 1, USP28 inh -6, OTUD3 block -2, UCHL1 inh -3, USP30 inh 12, USP8 block -9, USP7 inh 0 and USP17 inh 0.
`CCOC(=O)N1CCC(NC(=O)c2cc(C(=O)Nc3ccc(S(=O)(=O)N4CCCCC4)cc3)ccc2CO)CC1` gave USP10 block 32*, USP28 inh 42*, OTUD3 block 39*, UCHL1 inh 6, USP30 inh 79*, USP8 block -12, USP7 inh 8 and USP17 inh 77*.
For Cc1nc(Nc2ccccn2)cc(C2CCCN2CC(N)=O)n1 (stereo not drawn) the results were USP10 block 0, USP28 inh 2, OTUD3 block 11, UCHL1 inh 0, USP30 inh 15, USP8 block 12, USP7 inh 4 and USP17 inh 16.
For O=C(CCc1ccncc1)Nc1ccccc1CN1CCCCC1 the results were USP10 block 0, USP28 inh -3, OTUD3 block -12, UCHL1 inh -1, USP30 inh 3, USP8 block -1, USP7 inh 0 and USP17 inh -4.
`Cc1nc(N2CCCCC2)cc(N2CCN(C(=O)c3ccccc3Cl)CC2)n1` gave USP10 block -3, USP28 inh -8, OTUD3 block -13, UCHL1 inh 0, USP30 inh -37, USP8 block -9, USP7 inh -3 and USP17 inh -17.
Screening COc1ccc2c(c1)N(Cc1ccccc1)C(=O)C21CCN(C(=O)N(C)C)CC1 returned USP10 block 0, USP28 inh -1, OTUD3 block -5, UCHL1 inh -1, USP30 inh 2, USP8 block 1, USP7 inh -8 and USP17 inh -2.
CO/C=C/C(=O)c1cc2cnc3c(=N)cc(NC(C)=O)c([nH]1)c23 was read as USP10 block -7, USP28 inh 43*, OTUD3 block 12, UCHL1 inh 10, USP30 inh -26, USP8 block 42*, USP7 inh -29 and USP17 inh 54*.
Screening COc1ccc(-n2cc(-c3ccc4c(c3)OCO4)n(CC(=O)Nc3ccc(OC)c(OC)c3)c2=O)cc1 returned USP10 block 8, USP28 inh -10, OTUD3 block -10, UCHL1 inh -1, USP30 inh -31, USP8 block 1, USP7 inh -1 and USP17 inh 12.
`Cc1nc(-c2ccc(-c3noc(-c4cnccn4)n3)cc2)cs1` gave USP10 block -4, USP28 inh -17, OTUD3 block -19, UCHL1 inh -2, USP30 inh -52, USP8 block -11, USP7 inh -4 and USP17 inh -19.
`c1csc(-c2nc(NC3CCCc4ccccc43)c3ccccc3n2)c1` (stereo not drawn) gave USP10 block -1, USP28 inh -6, OTUD3 block -13, UCHL1 inh 1, USP30 inh -61, USP8 block 3, USP7 inh 2 and USP17 inh -9.
`Cc1ccccc1CNC(=O)c1cccc(N2C(=O)CCS2(=O)=O)c1` gave USP10 block -3, USP28 inh 0, OTUD3 block 0, UCHL1 inh -2, USP30 inh 1, USP8 block 8, USP7 inh 2 and USP17 inh 2.
COc1cccc2c(=O)n(CC(=O)N3CCc4ccccc43)ccc12 was read as USP10 block 4, USP28 inh -3, OTUD3 block -7, UCHL1 inh -2, USP30 inh -8, USP8 block 4, USP7 inh 1 and USP17 inh 6.
For COc1ccc(-n2nnnc2CNC(=O)COc2ccc(C(C)C)cc2)cc1 the results were USP10 block 3, USP28 inh 15, OTUD3 block 7, UCHL1 inh 5, USP30 inh 10, USP8 block 1, USP7 inh -2 and USP17 inh 4.
